USP2a inh = inhibitors of human ubiquitin-specific protease USP2a; O75604; USP2 core, Ub-CHOP2 coupled fluorogenic reporter, 485/531; Potency, µM (top dose mostly 38.3 µM), for the others: top-dose activity change, negative = inhibition, most hits filed as inhibitors; actives 0.01% (n = 330,000);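 also: potency is read from the fitted curve at half-maximal effect; plate controls were DMSO wells for no effect and full inhibition by NEM control for full effect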
Target sequence (O75604 whole entry, looked up): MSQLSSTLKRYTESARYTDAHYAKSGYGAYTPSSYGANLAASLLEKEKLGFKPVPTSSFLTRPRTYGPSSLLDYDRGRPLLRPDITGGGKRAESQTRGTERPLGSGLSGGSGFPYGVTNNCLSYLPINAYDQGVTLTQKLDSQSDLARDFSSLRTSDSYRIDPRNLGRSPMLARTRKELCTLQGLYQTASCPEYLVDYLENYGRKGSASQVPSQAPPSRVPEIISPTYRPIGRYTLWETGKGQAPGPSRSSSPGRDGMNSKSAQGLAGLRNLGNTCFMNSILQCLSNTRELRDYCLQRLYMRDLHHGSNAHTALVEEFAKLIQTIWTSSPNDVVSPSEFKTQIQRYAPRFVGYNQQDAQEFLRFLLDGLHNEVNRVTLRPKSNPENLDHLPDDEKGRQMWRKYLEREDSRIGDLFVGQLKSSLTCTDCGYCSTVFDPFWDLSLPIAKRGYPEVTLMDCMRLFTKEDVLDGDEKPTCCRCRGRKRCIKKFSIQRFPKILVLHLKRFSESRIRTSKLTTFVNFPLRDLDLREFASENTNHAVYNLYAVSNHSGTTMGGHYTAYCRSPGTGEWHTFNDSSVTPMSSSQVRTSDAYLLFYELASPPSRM
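USP2 core (10nM final) preincubated 30min RT with compound in 20mM Tris-HCl pH 8.0, 2mM CaCl2, 2mM beta-mercaptoethanol, 0.05% CHAPS; 25nM Ub-CHOP2 plus 25nM reporter substrate added, fluorescence (Ex485/Em531) read after 60min.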
KCNH2 WT inh = blocks the wildtype human KCNH2 potassium channel | U2OS, BacMam KCNH2, thallium flux FluxOr; active compounds read low | activity change, % at 1.84 µM | actives 0.37% (n = 340,000) | AID 720551;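 active = maximum activity change below -70%; inconclusive = maximum activity change between -70% and -50%; inactive = maximum activity change above -50%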
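U2OS cells were transduced with wild-type KCNH2 virus (2.03 x 10^8 / mL) for 4 h at room temperature, then cultured overnight at 37 C. Thallium flux was read with FluxOr dye. Rate constants were normalized to DMSO controls.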
Chronic BCR inh = blocks chronic active B-cell receptor signaling; Potency, µM (highest dose often 46.1 µM), inactives show at the highest dose ratio change, negative = lower green/red ratio, hits mostly inhibitors; AID 493014; actives 0.05% (n = 340,000); ABC-DLBCL IkBa-CBG/CBR reporter, luminescence ratio, 4 h; active = well fitted inhibition curve with a large enough effect in the signal ratio, with a control signal flat, not every such curve was filed as active; inconclusive = small, poorly fitted or top-dose-only effect, or effect the other way, or a change in a side signal; the % refers to the signal ratio;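 also: potency is read from the fitted curve at half-maximal effect; plate controls were basal doxycycline-induced cells for no effect and cells given 10 µM MG132 for full effect; MG132 reads +100%, hits lower the ratio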
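Compounds up to 46 uM were incubated four hours with TMD8 cells whose green CBG68 luciferase is fused to IkappaBalpha; red CBR luminescence normalised the signal, and concentration-effect curves were fitted to fusion, red and ratio data.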
Eya2 phos inh = inhibitors of human Eya2 phosphatase activity; O00167; recombinant Eya2, OMFP fluorescence dephosphorylation (OMFP is methylfluorescein phosphate); Potency, µM (series often up to 76.9 µM), inactives show top-dose activity, negative = inhibition, actives largely listed as inhibitors; actives 0.006% (n = 330,000); AID 488837; also: potency is read from the fitted curve at half-maximal effect
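Eya2 (0.2 uM) preincubated 10 min at ambient with compound, then OMFP substrate added at 50 uM; 10 min reaction in 50 mM HEPES pH 7.5, 50 mM NaCl, 5 uM MgCl2, 0.05% BSA, 1 mM DTT. Fluorescence read at Ex 485/Em 525 nm.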
uPA surface inh = inhibitors of cell surface uPA generation; cell surface uPA generation assay, qHTS; AID 540303; actives 0.31% (n = 330,000); Potency, µM (top dose mostly 38.3 µM), for the others: at the top dose activity change, negative = inhibition, hits mostly inhibitors; active = well fitted inhibition curve with a large enough effect; inconclusive = small, poorly fitted or top-dose-only effect; inactive = no such curve, though single readings can be large or run the other way; tested in mouse RAW 264.7 cells; also: potency is read from the fitted curve at half-maximal effect; nearly all actives have a fitted effect of over 55% in size
KCNH2 3.1 block = inhibitors of human KCNH2 3.1 potassium channel isoform; U2OS KCNH2 3.1, thallium flux FluxOr; active compounds read low; AID 720553; activity change, % (tested at about 1.8 µM); actives 0.95% (n = 340,000);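 active = maximum activity change below -70%; inconclusive = maximum activity change from -70% to -50%; inactive = maximum activity change above -50%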;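 also: thallium influx rate constant from kinetic fluorescence after stimulation buffer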
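Kinetic fluorescence (2 min after stimulation buffer) measures Tl+ influx through KCNH2 3.1 expressed by viral transduction in U2OS cells; the rate constant is normalized against DMSO controls serving as positive and negative references.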
FBPA coupling cs = counter-screen for Giardia aldolase inhibitors: coupling enzyme system | coupling enzyme system counterscreen, AmpLite Red fluorescence | activity change, negative = inhibition, % at 58.2 µM, hits read low | actives 0.67% (n = 290,000) | AID 2472; in the data active = activity change below about -30%
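Compounds tested against the coupling enzymes alone at 57.5 uM final; readout was AmpLite Red fluorescence (525/598 nm) after 20 min at RT.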
Giardia kill = kills Giardia lamblia; Giardia lamblia trophozoite viability; activity change, % at 7.66 µM, hits read low; actives 0.15% (n = 340,000); in the data active = activity change below about -80%; inconclusive = between about -30% and that limit;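 also: parasites exposed to compound for two days anaerobically before the ATP read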
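Media and compound were dispensed first, then trophozoites at 100 cells/well; plates sat 48 hrs at 37 deg C without oxygen before ATP luminescence reagent was added and read after 15-30 min at room temperature.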
B2AR arrestin = beta2AR (human) beta-arrestin recruitment activity. P07550. beta-arrestin recruitment to beta2AR, cell-based reporter. Potency, µM (titrated, usually from 46.1 µM), without a hit: top-dose activation, hits mostly activators. actives 0.02% (n = 330,000);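 also: potency is read from the fitted curve at half-maximal effect; 0% = DMSO controls and full agonism = EC100 isoproterenol or metaproterenol; nearly all actives have a fitted effect of over 65% in size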
Target sequence (P07550 whole entry, looked up): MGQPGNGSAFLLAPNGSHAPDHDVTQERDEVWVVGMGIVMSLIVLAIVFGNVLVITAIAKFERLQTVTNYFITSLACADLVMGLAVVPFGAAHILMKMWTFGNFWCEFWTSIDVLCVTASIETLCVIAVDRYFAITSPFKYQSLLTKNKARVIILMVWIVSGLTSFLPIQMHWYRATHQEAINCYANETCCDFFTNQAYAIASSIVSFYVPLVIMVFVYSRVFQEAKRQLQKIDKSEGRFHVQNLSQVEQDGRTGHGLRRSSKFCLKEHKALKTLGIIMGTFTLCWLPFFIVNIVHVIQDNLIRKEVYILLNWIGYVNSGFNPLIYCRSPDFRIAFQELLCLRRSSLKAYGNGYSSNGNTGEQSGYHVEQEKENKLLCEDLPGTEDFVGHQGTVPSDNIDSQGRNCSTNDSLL
GALK inhibitor = galactokinase (human) inhibition. P51570. Purified GALK, Kinase-Glo residual ATP luminescence. Potency, µM (series often up to 57.5 µM), for the others: top-dose activity change, negative = inhibition, hits mostly inhibitors. actives 0.007% (n = 270,000). AID 1868; also: potency is read from the fitted curve at half-maximal effect
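Human GALK (5 nM) with 35 uM ATP and 100 uM galactose in 20 mM HEPES pH 8.0, 5 mM MgCl2, 60 mM NaCl, 1 mM DTT, 0.01% BSA. After 1 h at room temperature, leftover ATP was read by Kinase-Glo Plus luminescence.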
PKM2 activator = increases activity of human pyruvate kinase M2. P14618. purified PKM2, Kinase-Glo ATP luminescence, activation; response scale: 0% is enzyme alone, no compound. Potency, µM (highest dose often 57.5 µM), for the others: at the top dose activation, hits mostly activators. actives 0.34% (n = 260,000); also: potency is read from the fitted curve at half-maximal effect; nearly all actives have a fitted effect of over 55% in size
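ATP formation by purified human PK-M2, quantified via coupled luciferase luminescence after 1 h at room temperature with 0.1 mM ADP and 0.5 mM PEP final.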
* hit, by the source's call. Unless noted, calls follow the shape of the dose curve; as a rule, active = well fitted curve in the direction sought with a large enough effect; inconclusive = small, poorly fitted or top-dose-only effect, or another doubt; inactive = no such curve, though single readings can be large; an effect the other way counts as inactive or inconclusive. Unless noted, % is scaled to controls: 0 for no effect and ±100 for the full control effect. An unsorted share of the library (roughly 2.4% active in at least one column).

`O=C1/C(=C\c2cccc(O)c2O)SC(=S)N1Cc1ccccc1` gave USP2a inh 1%, KCNH2 WT inh -7, Chronic BCR inh -5%, Eya2 phos inh -22%, uPA surface inh -10%, KCNH2 3.1 block -6, FBPA coupling cs 1, Giardia kill -28, B2AR arrestin -0.5%, GALK inhibitor 6% and PKM2 activator -3%.
Screening N#CCC1c2ccccc2CCN1C(=O)Nc1ccc(Cl)cc1 (configuration not stated) returned USP2a inh -1%, KCNH2 WT inh -16, Chronic BCR inh 8%, Eya2 phos inh 13%, uPA surface inh 2%, KCNH2 3.1 block 7, FBPA coupling cs -1, Giardia kill -3, B2AR arrestin 0.0%, GALK inhibitor -1% and PKM2 activator 6%.
Screening COc1cc(NC(=O)C(C)N2CCN(C(=O)C3CC3)CC2)cc(OC)c1 (configuration not stated) returned USP2a inh 2%, KCNH2 WT inh 4, Chronic BCR inh -1%, Eya2 phos inh -10%, uPA surface inh 12%, KCNH2 3.1 block 3, Giardia kill 5 and B2AR arrestin 0.2%.
For COc1cc(OC)cc(C(C(=O)NCc2ccccc2)N(Cc2ccco2)C(=O)c2ccno2)c1 (configuration not stated) the results were USP2a inh -1%, KCNH2 WT inh 5, Chronic BCR inh -7%, Eya2 phos inh -24%, uPA surface inh 10%, KCNH2 3.1 block -8, FBPA coupling cs 0, Giardia kill -4, B2AR arrestin 0.2%, GALK inhibitor 2% and PKM2 activator 0%.
`COc1cccc(NC(=S)NC(C)c2ccc(OC)c(OC)c2)c1` (configuration not stated) gave USP2a inh 0%, KCNH2 WT inh 9, Chronic BCR inh -12%, Eya2 phos inh 12%, uPA surface inh -3%, KCNH2 3.1 block 5, FBPA coupling cs 2, Giardia kill -4, B2AR arrestin 0.0%, GALK inhibitor 0% and PKM2 activator 0%.
Screening Clc1ccc(/C=N/N2CCN(Cc3ccccc3)CC2)cc1 returned USP2a inh 0%, KCNH2 WT inh 16, Chronic BCR inh 8%, Eya2 phos inh -4%, uPA surface inh 8%, KCNH2 3.1 block -18, FBPA coupling cs 1, Giardia kill -5, B2AR arrestin -0.4%, GALK inhibitor 5% and PKM2 activator 0%.
Screening Cn1c(SCC(=O)Nc2cc(=O)n(C)c(=O)n2C)nnc1C12CC3CC(CC(C3)C1)C2 returned USP2a inh 1%, Chronic BCR inh 0%, Eya2 phos inh -9%, FBPA coupling cs 6, B2AR arrestin 0.4%, GALK inhibitor 5% and PKM2 activator -4%.
Screening O=C(COC(=O)c1cnccn1)NC1CCCc2ccccc21 (configuration not stated) returned USP2a inh 8%, KCNH2 WT inh -2, Chronic BCR inh -1%, Eya2 phos inh -2%, uPA surface inh -17%, KCNH2 3.1 block 11, Giardia kill 2 and B2AR arrestin 0.0%.
Cc1ccc2[nH]c3c(N4CCc5ccccc5C4)ncnc3c2c1 was read as USP2a inh 1%, KCNH2 WT inh -3, Chronic BCR inh inconclusive, Eya2 phos inh -11%, uPA surface inh -11%, KCNH2 3.1 block -5, FBPA coupling cs 0, Giardia kill 13, B2AR arrestin 0.1% and PKM2 activator 3%.
For COc1ccc(CNC(=O)Nc2ccc(C)cc2)cc1 the results were USP2a inh 0%, KCNH2 WT inh 6, Chronic BCR inh inconclusive, Eya2 phos inh 19%, uPA surface inh -2%, KCNH2 3.1 block -4, FBPA coupling cs 0, Giardia kill 11, B2AR arrestin 4.4%, GALK inhibitor -1% and PKM2 activator -5%.
Cc1ccc(CN(C)C(=O)c2cccc(S(=O)(=O)N3CCCC3)c2)cc1 was read as USP2a inh 3%, KCNH2 WT inh -11, Chronic BCR inh 0%, Eya2 phos inh 1%, uPA surface inh -5%, KCNH2 3.1 block 9, Giardia kill -6 and B2AR arrestin -0.2%.
CCCCCCCCC(=O)N/N=C(\C)c1ccco1 was read as USP2a inh 1%, KCNH2 WT inh 1, Chronic BCR inh 1%, Eya2 phos inh -3%, uPA surface inh 5%, KCNH2 3.1 block 2, FBPA coupling cs -1, Giardia kill -17, B2AR arrestin -0.2%, GALK inhibitor 2% and PKM2 activator -11%.
`COc1ccc(CN(C)CC(=O)Nc2ccccc2-c2ccccc2)c(OC)c1` gave USP2a inh -3%, KCNH2 WT inh -6, Chronic BCR inh -2%, Eya2 phos inh -9%, uPA surface inh 2%, KCNH2 3.1 block -31, FBPA coupling cs 3, Giardia kill -25, B2AR arrestin 0.0%, GALK inhibitor -2% and PKM2 activator -3%.
`COc1ccc(C(=O)c2c(C)c(CCC#N)n3ccccc23)c(OC)c1` gave USP2a inh 0%, KCNH2 WT inh -42, Chronic BCR inh 0%, Eya2 phos inh -34%, uPA surface inh -2%, KCNH2 3.1 block 16, FBPA coupling cs -4, Giardia kill -6 and B2AR arrestin -0.8%.
`S=C(NCC1CCCO1)Nc1ccc(Cl)cc1` (configuration not stated) gave USP2a inh 7%, KCNH2 WT inh -3, Chronic BCR inh -1%, Eya2 phos inh 6%, uPA surface inh 0%, KCNH2 3.1 block -1, FBPA coupling cs 0, Giardia kill -12, B2AR arrestin -0.1%, GALK inhibitor 0% and PKM2 activator -2%.
O=C(Nc1ccc(F)cc1F)c1cccn1-c1ncc(C(F)(F)F)cc1Cl was read as USP2a inh 2%, KCNH2 WT inh -8, Chronic BCR inh 13%, Eya2 phos inh 7%, KCNH2 3.1 block -2, FBPA coupling cs -1, Giardia kill -5, B2AR arrestin -0.7%, GALK inhibitor -1% and PKM2 activator -3%.
Screening O=C1c2ccccc2NC(c2ccc(-c3cccc([N+](=O)[O-])c3)o2)N1O (configuration not stated) returned USP2a inh 1%, KCNH2 WT inh 3, Chronic BCR inh inconclusive, Eya2 phos inh -10%, uPA surface inh -7%, KCNH2 3.1 block 0, FBPA coupling cs 0, Giardia kill -20, B2AR arrestin -0.1% and PKM2 activator 25%.
For COc1ccccc1C1C(C(=O)c2cc3ccccc3o2)=C(O)C(=O)N1CCN1CCOCC1 (configuration not stated) the results were USP2a inh -3%, KCNH2 WT inh -8, Chronic BCR inh 3%, Eya2 phos inh -9%, uPA surface inh 2%, KCNH2 3.1 block -22, FBPA coupling cs -3, Giardia kill 1, B2AR arrestin 0.2%, GALK inhibitor 4% and PKM2 activator -4%.
For CSCC[C@H](NC(=O)C1CCN(S(=O)(=O)c2ccc(C)cc2)CC1)C(=O)NC1CCS(=O)(=O)C1 (some centres not stated) the results were USP2a inh 0%, KCNH2 WT inh 3, Chronic BCR inh 6%, Eya2 phos inh 3%, uPA surface inh -6%, KCNH2 3.1 block -1, FBPA coupling cs 4, Giardia kill 4, B2AR arrestin -1.6% and PKM2 activator -6%.
`Cc1ccc(Cl)cc1NC(=O)CCCN1C(=O)c2cccnc2C1=O` gave USP2a inh 1%, KCNH2 WT inh 2, Chronic BCR inh 6%, Eya2 phos inh 15%, uPA surface inh -2%, KCNH2 3.1 block -8, FBPA coupling cs -1, Giardia kill 4, B2AR arrestin 0.1%, GALK inhibitor -2% and PKM2 activator -1%.
Screening CCOCCCn1c(=N)c(C(=O)NCCN2CCOCC2)cc2c(=O)n3cccc(C)c3nc21 returned USP2a inh 1%, KCNH2 WT inh 0, Chronic BCR inh -9%, Eya2 phos inh -8%, uPA surface inh 0%, KCNH2 3.1 block 5, FBPA coupling cs 1, Giardia kill -3, B2AR arrestin -0.1%, GALK inhibitor 3% and PKM2 activator -1%.
Screening COc1ccccc1CNC(=O)C1=C(C)C(=O)OC12CCC(C)CC2 (configuration not stated) returned USP2a inh -2%, KCNH2 WT inh 13, Chronic BCR inh 3%, Eya2 phos inh -2%, uPA surface inh 7%, KCNH2 3.1 block -18, FBPA coupling cs -1, Giardia kill 8, B2AR arrestin 0.2%, GALK inhibitor 2% and PKM2 activator -2%.
COc1ccc2[nH]c3c(c2c1)CCN1C(=O)C(CC(=O)NCCN2CCOCC2)C[C@H](C(=O)N2CCCCC2)[C@@]31CCc1ccccc1 (some centres not stated) was read as USP2a inh 1%, KCNH2 WT inh 3, Chronic BCR inh 3%, Eya2 phos inh 7%, uPA surface inh 2%, KCNH2 3.1 block -7, Giardia kill 10 and B2AR arrestin -0.5%.

Filtered by structure: the entries above with two or more sulfur atoms
`O=C1/C(=C\c2cccc(O)c2O)SC(=S)N1Cc1ccccc1` gave USP2a inh 1%, KCNH2 WT inh -7, Chronic BCR inh -5%, Eya2 phos inh -22%, uPA surface inh -10%, KCNH2 3.1 block -6, FBPA coupling cs 1, Giardia kill -28, B2AR arrestin -0.5%, GALK inhibitor 6% and PKM2 activator -3%.
For CSCC[C@H](NC(=O)C1CCN(S(=O)(=O)c2ccc(C)cc2)CC1)C(=O)NC1CCS(=O)(=O)C1 (some centres not stated) the results were USP2a inh 0%, KCNH2 WT inh 3, Chronic BCR inh 6%, Eya2 phos inh 3%, uPA surface inh -6%, KCNH2 3.1 block -1, FBPA coupling cs 4, Giardia kill 4, B2AR arrestin -1.6% and PKM2 activator -6%.
